PAFAH2 inh = PAFAH2 (human) inhibition | actives 0.99% (n = 340,000) | inhibition, % at 3.39 µM | AID 492956 | recombinant PAFAH2, FP-rhodamine activity probe, fluorescence polarization;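 active = inhibition above the mean over all tested compounds plus 3 SD, cut at about 30% in these data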;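 note: inhibitors block probe labeling of enzyme so polarization drops; 0% = enzyme with DMSO and 100% = wells lacking PAFAH2 protein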
EBNA-1 inhibitor = blocks EBNA-1 binding to DNA. inhibition, % at 14.8 µM. EBNA-1 DNA binding, fluorescence polarization. actives 0.34% (n = 300,000); in the data active = inhibition above about 28%
LYPLA1 inh = blocks human lysophospholipase 1, a PME1 counter-screen; O75608; recombinant LYPLA1, FP-Rh probe fluorescence polarization; inhibition, % at 5.9 µM; actives 0.16% (n = 320,000); AID 2174;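 active = inhibition above the mean of all tested compounds plus 3 SD, set per campaign, cut at about 14% in these data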;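 note: inhibitors block serine hydrolase probe labeling of LYPLA1 so polarization falls; 0% = enzyme with DMSO and 100% = wells lacking LYPLA1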
Target sequence (O75608 whole entry, looked up): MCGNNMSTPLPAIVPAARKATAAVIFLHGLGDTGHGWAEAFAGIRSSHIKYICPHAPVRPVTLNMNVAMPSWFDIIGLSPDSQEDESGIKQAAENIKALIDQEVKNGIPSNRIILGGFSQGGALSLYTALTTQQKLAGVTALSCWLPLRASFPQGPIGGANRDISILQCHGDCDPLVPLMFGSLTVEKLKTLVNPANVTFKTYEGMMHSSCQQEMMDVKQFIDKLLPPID
PAD4 inh = inhibitors of human PAD4; actives 0.41% (n = 330,000); Q9UM07; inhibition, % at 6.36 µM; recombinant PAD4, RCA probe fluorescence polarization;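 active = percent inhibition above a cutoff equal to the mean of all tested compounds plus 3 SD, cut at about 15% in these data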;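 note: 0% = PAD4 with RCA probe and DMSO and 100% = probe without PAD4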
PREPL inh = human PREPL enzyme inhibition; Q4J6C6; recombinant PREPL, fluorescence polarization activity-based probe; inhibition, % at 5.96 µM; actives 0.68% (n = 320,000); in the data active = inhibition above about 43%;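 note: 0% = enzyme with DMSO and 100% = wells lacking enzyme; many of its hits are not listed in these tables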
Target sequence (Q4J6C6 whole entry, looked up): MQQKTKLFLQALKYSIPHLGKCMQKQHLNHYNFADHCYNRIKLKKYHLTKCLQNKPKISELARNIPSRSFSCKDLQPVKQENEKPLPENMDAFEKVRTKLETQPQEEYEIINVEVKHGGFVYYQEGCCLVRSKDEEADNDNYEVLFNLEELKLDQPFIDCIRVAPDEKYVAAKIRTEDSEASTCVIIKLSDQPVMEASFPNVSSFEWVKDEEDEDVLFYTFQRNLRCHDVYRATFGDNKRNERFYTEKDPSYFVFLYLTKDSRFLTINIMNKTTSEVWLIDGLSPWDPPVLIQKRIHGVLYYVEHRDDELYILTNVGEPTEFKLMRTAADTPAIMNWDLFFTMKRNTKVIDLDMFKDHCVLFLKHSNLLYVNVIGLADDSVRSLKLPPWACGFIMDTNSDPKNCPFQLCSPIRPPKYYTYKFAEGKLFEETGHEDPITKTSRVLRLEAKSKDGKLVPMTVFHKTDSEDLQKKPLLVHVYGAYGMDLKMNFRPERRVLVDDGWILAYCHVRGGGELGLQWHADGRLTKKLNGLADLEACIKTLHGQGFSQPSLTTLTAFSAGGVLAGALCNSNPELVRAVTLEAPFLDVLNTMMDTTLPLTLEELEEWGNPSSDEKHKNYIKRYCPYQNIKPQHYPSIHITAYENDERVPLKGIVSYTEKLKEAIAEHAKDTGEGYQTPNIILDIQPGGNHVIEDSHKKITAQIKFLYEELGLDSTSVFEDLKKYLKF
GSTO1 inh = GSTO1 inhibition, counter-screen for RBBP9 inhibitors; P78417; recombinant GSTO1, activity-based probe fluorescence polarization; inhibition, % at 5.96 µM; actives 1.1% (n = 300,000); AID 1974;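 active = inhibition above the campaign mean inhibition plus 3 SD, cut at about 35% in these data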;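 note: 0% = GSTO1-1 with DMSO and 100% = wells lacking GSTO1-1 enzyme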
PAFAH1B3 FP inh = blocks human PAF acetylhydrolase 1B catalytic subunit 3; Q15102; recombinant PAFAH1B3, FP-rhodamine probe, fluorescence polarization; inhibition, % at 3.39 µM; actives 0.28% (n = 340,000); AID 492972;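 active = inhibition above the screen-wide average of all tested compounds plus 3 SD, cut at about 25% in these data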;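 note: 0% = enzyme with DMSO only and 100% = wells lacking PAFAH1B3 protein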
LYPLA2 inh = LYPLA2 (human) inhibition in PME1 counter-screen. O95372. recombinant LYPLA2, FP-Rh probe fluorescence polarization. inhibition, % at 5.9 µM. actives 0.38% (n = 320,000);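 active = inhibition above the screen-wide mean plus 3 SD, limit set per campaign, cut at about 26% in these data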;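 note: 0% = LYPLA2 with DMSO and 100% = wells lacking LYPLA2 enzyme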
ZTA DNA inh = blocks Epstein-Barr virus ZTA, an EBNA-1 counter-screen; AID 2234; ZTA-DNA binding, fluorescence polarization; inhibition, % at 11 µM; actives 0.15% (n = 320,000); P03206; in the data active = inhibition above about 33%
Starred values were filed as active, the others as inactive; · = no result given.

SMILES	PAFAH2 inh	EBNA-1 inhibitor	LYPLA1 inh	PAD4 inh	PREPL inh	GSTO1 inh	PAFAH1B3 FP inh	LYPLA2 inh	ZTA DNA inh
Nc1ccc(-n2cnc3cc([N+](=O)[O-])ccc32)cc1	2	0	-1	-1	27	2	5	4	1
CN(CCCNC(=O)Cn1c(=O)c2cccn2c2ccccc21)Cc1ccccc1	8	10	1	2	1	6	4	9	2
CC(C)CN1C(=O)C(=O)N(CC(=O)c2ccc[nH]2)C1=O	4	-6	2	1	-2	6	1	6	-4
Cc1nn(CC(=O)NCCCN2CCCC2)c(=O)c2nn(-c3ccccc3)c(C)c12	-7	0	1	-3	13	-4	3	-3	-2
CC1CCCCC1NC(=O)CSc1nnc(CC(=O)Nc2ccccc2F)n1C (stereo not drawn)	2	9	-2	-1	9	-3	0	-1	9
Cc1c(NC(=O)CNCc2ccc3c(c2)OCO3)c(=O)n(-c2ccccc2)n1C	1	-1	3	1	11	8	6	-2	-14
CCN1CCN(S(=O)(=O)c2ccc(Cl)c(C(=O)Nc3nnc(C)s3)c2)CC1	8	-8	1	-2	2	-2	0	3	0
CC1CC1C(=O)OCC(=O)Nc1ccccc1Oc1ccccc1 (stereo not drawn)	10	-1	2	-1	0	0	0	2	-14
C=CCn1c(-c2ccc([N+](=O)[O-])cc2)n[nH]c1=S	-1	4	-1	0	2	5	11	3	-4
O=C(CN1C(=O)CSc2ccccc21)Nc1ccccc1C(=O)N1CCOCC1	-2	2	-1	0	0	2	9	-1	-4
Cc1cc(=O)oc2c3c(cc(OCC(=O)NCc4ccccc4)c12)OC(C)(C)CC3	20	4	0	-5	-10	-7	15	5	19
COc1ccc(OC(=O)COc2ccccc2C)cc1	·	7	-1	5	-2	4	·	-1	-4
CCOC(=O)NC(=O)CSc1ccc(C)cc1C	-1	0	1	-4	-11	10	0	0	5
O=C(COC(=O)C1CCN(c2ccc(C(F)(F)F)cn2)CC1)Nc1cccc(F)c1	10	1	1	-6	-4	-6	7	-3	-23
COc1cc([C@H]2c3[nH]c4ccccc4c3C[C@H]3C(=O)N4[C@@H](c5cc(OC)c(OC)c(OC)c5)c5[nH]c6ccccc6c5C[C@H]4C(=O)N23)cc(OC)c1OC	-29	7	-16	-2	2	7	-21	-21	1
N#Cc1ccc(OCC(=O)Nc2ccc(S(=O)(=O)N3CCOCC3)cc2)cc1	4	·	·	-3	3	·	9	·	·
CC(=O)Nc1nonc1NC(=O)CSc1nc2ccccc2o1	0	10	5	-3	-6	14	4	9	1
CC1=C(C#N)C(C)C2=C(CC(C)(C)CC2=O)N1 (stereo not drawn)	0	-4	3	-1	-2	4	5	11	-5
CCN(CC)CCCN(C(=O)c1cccc(C)c1)c1nc(-c2ccc(OC)cc2)cs1	-7	-9	0	2	-12	0	3	1	5
CCOc1cc(C(C(=O)NCC2CCCO2)N(C(=O)Cn2nnc3ccccc32)c2ccc(OC)c(OC)c2)ccc1O (stereo not drawn)	-13	-10	4	-2	-2	3	8	10	-6
c1coc(-c2nnc(-c3cccs3)o2)c1	-1	8	-1	-2	1	3	-1	2	5
O=Cc1c[nH]c2ccc(S(=O)(=O)N3CCOCC3)cc12	-3	-8	-1	-2	4	-9	-2	-2	-3
CCN1CCN(c2ncnc3c2cnn3-c2ccc(Cl)cc2)CC1	-1	-4	-3	5	-1	0	2	-1	-9
CCOC(=O)C1(CCc2ccccc2)CCN(C(=O)CN2CCOC2=O)CC1	6	-1	1	-1	-2	14	10	-1	-4
O=C(O)Cc1ccc(NC(=O)C2CC=CCC2C(=O)O)cc1 (stereo not drawn)	·	-3	1	-3	-6	-9	·	0	7

3 entries from above, sorted by the value under EBNA-1 inhibitor, lowest first:
| Structure | EBNA-1 inhibitor |
| --- | --- |
| O=Cc1c[nH]c2ccc(S(=O)(=O)N3CCOCC3)cc12 | -8 |
| COc1cc([C@H]2c3[nH]c4ccccc4c3C[C@H]3C(=O)N4[C@@H](c5cc(OC)c(OC)c(OC)c5)c5[nH]c6ccccc6c5C[C@H]4C(=O)N23)cc(OC)c1OC | 7 |
| c1coc(-c2nnc(-c3cccs3)o2)c1 | 8 |

The results go on.
SMILES	PAFAH2 inh	EBNA-1 inhibitor	LYPLA1 inh	PAD4 inh	PREPL inh	GSTO1 inh	PAFAH1B3 FP inh	LYPLA2 inh	ZTA DNA inh
COc1ccc(-c2cc(C(=O)Nc3cc(C)n(Cc4ccc(Cl)cc4)n3)no2)cc1OC	-8	8	-4	-4	-7	-11	-6	-7	4
Cc1ccc(-c2nnn(CC(=O)Nc3ccc4nn(-c5ccccc5)nc4c3)n2)o1	-21	7	-11	-4	18	-16	1	-13	-7
COc1cc2c(-c3ccc4[nH]ccc4c3)c(-c3ccc(C#N)cc3)oc(=O)c2cc1OC	-15	·	-6	-4	-4	·	-14	-12	-9
COc1ccc2nc(NC(=O)C(NS(=O)(=O)c3cccs3)C(C)C)sc2c1 (stereo not drawn)	-1	-1	-4	-4	-9	-5	3	-3	9
CCOP(=O)(OCC)/C(=N/OC(=O)c1cccc([N+](=O)[O-])c1)C(N)=O	2	4	0	-1	5	-3	5	-2	-6
CC1(NC(=O)CSc2nnc(-c3ccco3)n2Cc2ccccc2)CCS(=O)(=O)C1 (stereo not drawn)	-7	·	0	2	-5	·	-8	0	-8
C=CCn1c(SCC(=O)Nc2cc(C)ccc2OC)nnc1-c1ccco1	-6	-7	0	0	5	-3	1	-1	-7
Cc1ccc(CN2CCN(/N=C/c3ccco3)CC2)c(C)c1	-7	-11	-1	-3	7	-1	7	5	11
COc1ccc(C(=O)NCCNC(=O)c2cnccn2)cc1OC	24	-9	-3	-2	0	7	1	-4	-3
COc1cccc2[nH]c3c(N4CCN(Cc5ccc6c(c5)OCO6)CC4)ncnc3c12	·	6	-4	-4	73*	1	·	-1	3
Cn1nnnc1SCc1cc(=O)n2ccsc2n1	4	2	-1	3	9	-1	1	2	2
C#CCOCCOCCOCCNc1nc(N2CCN(C(=O)[C@H](CCCCN)n3cc([C@@H](N)CC(C)C)nn3)CC2)nc(N2CCN(C(=O)[C@H](CCCCN)n3cc([C@@H](N)CC(C)C)nn3)CC2)n1	3	-2	1	-7	14	4	5	-3	-8
Cc1ccc(NC(=O)C2C3CCC(O3)C2C(=O)O)cc1C (stereo not drawn)	7	-2	-1	2	16	-3	-1	0	-6
COc1ccc(S(=O)(=O)NCc2ccc3c(c2)OCO3)cc1C(=O)O	-8	-4	-2	1	0	5	1	3	-1
COc1ccc(N2CCN(C(=O)c3ccncc3)CC2)cc1	-1	3	1	-3	0	0	11	11	-10
COc1ccc([C@H]2/C=C\CN(C(=O)C3CC3)[C@@H](C)C(=O)N2Cc2ccc(F)cc2)cc1	-1	-1	-2	-3	-5	10	-4	3	7
O=C1C(Nc2ccccc2)=C2CCCC=C2N1c1ccccc1	-1	-9	-1	0	2	15	5	3	-24
O=C1CCCN2N=C(SCC(=O)Nc3ccc(Cl)cc3)SC2=N1	3	-5	-4	0	-4	6	2	3	-2
O=C(C1=C[C@H](c2ccc3c(c2)OCO3)C[C@H](OCc2ccc(CO)cc2)O1)N1CCOCC1	3	2	-3	3	9	4	0	0	-24
COc1ccc(NS(=O)(=O)c2cccc(C(=O)NNC(=O)c3cc(C)oc3C)c2)cc1	1	-4	1	-8	-4	4	2	-7	-7
Cc1c(NC(=S)Nc2cccc(Cl)c2)c(=O)n(-c2ccccc2)n1C	-2	-10	2	-4	-5	0	3	-3	4
COc1ccc(NC(=O)CN2CCCC2)cc1	1	-2	2	1	7	2	2	2	13
Cc1cccc(NC(=S)NC2CCCC2)c1	-1	5	4	-2	18	8	-4	9	-14
CCCS(=O)(=O)Nc1c(C(=O)O)[nH]c2ccc(OC)cc12	-3	-1	5	-4	3	14	7	-4	-9
CC1CCCC/C1=N/Nc1ccc([N+](=O)[O-])cc1[N+](=O)[O-] (stereo not drawn)	2	-9	-4	-7	15	31	9	0	1
CCOC(=O)Cn1c(=NC(=O)C(C)C)sc2c(C)cc(C)cc21	-4	14	1	0	-11	-2	-6	-2	1
COC(=O)[C@@H]1C[C@@H]2CC[C@@H](O)C[C@@H]2N1Cc1ccc(C(F)(F)F)cc1	-1	-11	0	-7	7	6	8	-1	-7
Cc1cc(NC(=O)Nc2ccccc2[N+](=O)[O-])n(C)n1	0	4	-4	-2	2	2	13	-3	6
CN1CCSc2ccc(C(=O)NCc3ccccc3)cc21	1	-4	5	3	1	0	5	8	4
COc1ccc(-c2cc(-c3cccs3)c(C#N)c(SCC(=O)NCc3ccccc3)n2)cc1	1	13	-1	0	4	4	-7	-1	4
CCOc1ccc(N(CC(=O)Nc2ccc(C)cc2C)S(C)(=O)=O)cc1	4	-9	3	-1	-21	-6	0	-4	-3
Cc1cc(CNC(=O)COC(=O)C2CC3CCCC(C2)C3=O)cc(C)c1O (stereo not drawn)	-1	·	·	1	21	·	9	·	·
CC(/C=N/n1c(-c2ccc(Cl)cc2)n[nH]c1=S)=C\c1ccco1	12	0	2	-6	8	2	9	0	1
O=C(O)c1ccccc1C(=O)OCCCc1ccncc1	0	-5	1	-4	-3	4	-4	-1	2
COc1ccc(CCN(Cc2cc3cccc(C)c3n3nnnc23)C(=O)c2ccncc2)cc1OC	·	-3	-3	2	10	9	·	0	-23
OC(COc1c(F)cc(Br)cc1F)CN1CCOCC1 (stereo not drawn)	-1	-10	-2	2	-4	1	7	-1	-2
CCn1nc(NC(=O)COC)c2cc3cc(C)ccc3nc21	8	20	-2	2	-2	3	8	3	-4
CCCCN(C(=O)c1cc(OC)c(OC)c(OC)c1)C1=CC2CCC(C1)N2C (stereo not drawn)	-7	-8	1	4	23	3	6	-3	3
CCN(CC)S(=O)(=O)c1ccc(NC(=S)NC(=O)C(C)C)cc1	4	-11	0	2	-10	-2	4	-2	-9
CSc1ccccc1NC(=O)C(C)N1C(=O)c2ccccc2S1(=O)=O (stereo not drawn)	2	5	1	0	3	-1	8	2	4
COc1ccc(NC(=S)NCc2ccccc2)c(OC)c1	4	-6	-2	0	7	6	11	3	-15
CCC(=O)Nc1c(-c2ccc(C)cc2)nc2ccc(C)cn12	-5	-4	2	-1	-2	0	-1	1	12
O=C(CN1CCCCCC1)Nc1ccc(Br)cc1Br	2	-6	-1	129*	-1	8	1	12	-18
O=C(CCNC(=O)N1CC(=O)Nc2ccccc21)Nc1ccc(F)c(Cl)c1	-5	5	2	1	-41	2	5	2	-6
Cc1sc2c(c1C)CN(C(C)(C)C)CN2C(=O)c1ccccc1	-6	10	-1	2	0	-2	4	-2	-1
COC(=O)C(Cc1ccccc1)NC(=O)CCc1c[nH]c2ccccc12 (stereo not drawn)	1	-10	-1	1	1	7	2	-10	-3
COc1ccc(C)cc1S(=O)(=O)NCC(c1ccc2c(c1)OCO2)N1CCOCC1 (stereo not drawn)	-10	1	2	-6	5	2	2	1	2
Nc1nnc(/C=C/c2ccccc2Cl)s1	2	-1	-1	-3	-2	-11	4	2	-12
N#CCc1ccc(C(=O)c2ccccc2)s1	10	1	-2	-8	5	-9	7	8	11
O=C(Nc1ccccc1)c1ccc(C(=O)Nc2ccccc2)nc1	6	-1	0	-2	10	1	7	3	2
COc1ccc(NC(=O)CNS(=O)(=O)c2cccc3nonc23)c(OC)c1	2	6	-7	-3	3	8	4	-4	6
Cc1cc(C(=O)CN2C(=O)C(=O)N(CC(C)C)C2=O)c(C)n1-c1ccccc1F	-6	-1	2	1	1	4	8	5	4

Screening results deposited in PubChem BioAssay by The Scripps Research Institute Molecular Screening Center.

Not all compounds are listed; rates above refer to the full screens.
